FUS suppressor – qHTS for Suppressors of FUS Proteinopathy: Primary screen using FUS-linked yeast assay; S. cerevisiae FUS-expressing, growth rescue, OD600, 24 h; Potency, µM (top dose mostly 76.6 µM), for inactives: at the highest dose growth rescue (activation), hits mostly activators; 390,000 compounds, 0.24% hits; AID 1347120, 2019;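 further: potency means the concentration at half of the fitted maximal effect; plate controls were DMSO vehicle for no effect and reference control for full effect; nearly all actives have a fitted effect of over 55% in size; some results filed as inactive show a strong effect at the top dose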
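Cultures pregrown in 2.5% raffinose medium are shifted to minimal medium containing 2% galactose to express toxic FUS. Compounds are tested at several concentrations. After 24hr at 30C, growth is quantified at 600 nm absorbance.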
aSyn rescue – qHTS of alpha-syn Inhibitors. Yeast expressing alpha-synuclein, growth rescue, BacTiter-Glo, 24 h. Potency, µM (highest dose often 46.1 µM), inactives show at the top dose growth rescue (activation), hits mostly activators. 370,000 compounds, 0.14% hits. AID 652106, 2013; further: potency means the concentration at half of the fitted maximal effect; % of control where 0% means no effect; nearly all actives have a fitted effect of over 65% in size
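Readout is rescue of growth in alpha-synuclein-expressing yeast, so inhibitors of toxicity appear as activators. Growth after 24 hr at 30 deg C in galactose medium is quantified by luminescence.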
PLK1 PBD inh – qHTS for Inhibitors of PLK1-PDB (polo-like kinase 1 - polo-box domain): Primary Screen | Plk1 PBD binding of FITC phosphopeptide, fluorescence polarization | Potency, µM, for inactives: max response, negative = inhibition, usual class: inhibitors | 360,000 compounds, 2.8% hits | AID 720504, 2013; further: potency means the concentration at half of the fitted maximal effect; series mostly up to about 57 µM; on the % scale 0 is the no-effect control and ±100 the full control effect; nearly all actives have a fitted effect of over 65% in size
Target sequence (P53350 whole entry, looked up, the tested form may be a part): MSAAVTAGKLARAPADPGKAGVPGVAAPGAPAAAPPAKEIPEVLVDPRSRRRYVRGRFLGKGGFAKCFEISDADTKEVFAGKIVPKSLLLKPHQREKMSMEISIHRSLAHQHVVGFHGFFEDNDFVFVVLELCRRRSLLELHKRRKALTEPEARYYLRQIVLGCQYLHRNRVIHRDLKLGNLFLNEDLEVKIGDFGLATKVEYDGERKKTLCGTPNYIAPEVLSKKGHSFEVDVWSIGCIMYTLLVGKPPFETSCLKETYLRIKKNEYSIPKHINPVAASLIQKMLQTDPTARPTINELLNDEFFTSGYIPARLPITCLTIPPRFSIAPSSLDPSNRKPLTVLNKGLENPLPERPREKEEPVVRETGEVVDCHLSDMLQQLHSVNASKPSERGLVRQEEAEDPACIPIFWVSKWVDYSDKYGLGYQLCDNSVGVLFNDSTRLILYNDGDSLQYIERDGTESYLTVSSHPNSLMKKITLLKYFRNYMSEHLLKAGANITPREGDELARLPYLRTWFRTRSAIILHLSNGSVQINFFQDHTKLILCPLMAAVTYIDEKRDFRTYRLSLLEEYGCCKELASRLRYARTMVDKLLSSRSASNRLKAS
EPAC1 ag – qHTS for Agonist of cAMP-regulated guanine nucleotide exchange factor 3 (EPAC1): primary screen | Rap guanine nucleotide exchange factor 3 (Homo sapiens), O95398 | EPAC1 agonist qHTS, biochemical assay; response scale: 100% = response to 6.5 mM cAMP | Potency, µM (highest dose often 154 µM), for inactives: at the highest dose activation, most hits filed as activators | 360,000 compounds, 0.073% hits | AID 720707, 2013; further: potency means the concentration at half of the fitted maximal effect; nearly all actives have a fitted effect of over 60% in size
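Fluorescent GDP-exchange assay: 100 nM EPAC1 with 250 nM Rap1B preloaded with BODIPY-GDP and 50 uM GDP; compounds tested as concentration series, 5 min at room temperature, then read every 5 min for 30 min (ex 480/em 540 nm); normalized to 6.5 mM cAMP.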
PI5P4K alpha inh – qHTS for Inhibitors of phosphatidylinositol 5-phosphate 4-kinase (PI5P4K); max response, %; PI5P4Kalpha enzyme, ADP-Glo luminescence, 60 min; stronger effect = lower value; 330,000 compounds, 1.2% hits; active means max response of -50% or lower; inconclusive means between -30% and -50%; inactive means -30% or higher; further: value at the top dose of about 77 µM; on the % scale 0 is the no-effect control and ±100 the full control effect
Target sequence (P48426 whole entry, looked up): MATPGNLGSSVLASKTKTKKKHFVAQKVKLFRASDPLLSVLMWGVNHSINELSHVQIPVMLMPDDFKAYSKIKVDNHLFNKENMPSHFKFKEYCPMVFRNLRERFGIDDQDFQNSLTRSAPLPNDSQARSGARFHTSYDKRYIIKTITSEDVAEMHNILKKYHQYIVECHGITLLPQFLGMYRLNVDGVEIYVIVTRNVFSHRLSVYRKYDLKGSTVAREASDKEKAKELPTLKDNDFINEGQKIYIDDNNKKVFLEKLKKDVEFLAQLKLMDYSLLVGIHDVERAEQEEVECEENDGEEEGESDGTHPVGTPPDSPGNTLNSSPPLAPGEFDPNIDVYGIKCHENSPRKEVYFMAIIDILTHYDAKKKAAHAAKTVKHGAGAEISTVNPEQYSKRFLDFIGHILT
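Quantitative HTS of the MLSMR library against PI5P4Kalpha with substrate. ATP added last at 5 microM final; room temperature, 60 minutes. Remaining ATP depleted, ADP converted and read as luminescence.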
Abeta yeast res – qHTS for compounds that reverse cellular toxicity of Amyloid beta (A-beta) peptide in yeast: Primary Screen. 410,000 compounds, 0.063% hits. Potency, µM (doses to about 46.1 µM), for the others: at the top dose growth rescue, most hits filed as activators. AID 1347071, 2019. yeast expressing A-beta42, growth rescue, OD600, 48 h; response scale: 0% DMSO, 100% iron-clioquinol control; further: potency means the concentration at half of the fitted maximal effect; nearly all actives have a fitted effect of over 55% in size
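Yeast A-beta toxicity model in growth medium with pinned compounds, 48 h at 30 C; growth read as absorbance at 600 nm. Normalized to FeCl3/clioquinol equimolar mix (positive) and DMSO (negative).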
WRN inhibitor – qHTS for Inhibitors of WRN Helicase; Potency, µM (series often up to 114 µM), for inactives: at the top dose activity change, negative = inhibition, most hits filed as inhibitors; 360,000 compounds, 0.46% hits; WRN helicase unwinding, fluorescent forked duplex, kinetic; AID 651768, 2012; further: potency means the concentration at half of the fitted maximal effect; on the % scale 0 is the no-effect control and ±100 the full control effect; nearly all actives have a fitted effect of over 55% in size
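Kinetic red-fluorescence monitoring (525/598 nm) tracks WRN helicase activity after 100 nM fluorophore-quencher forked duplex and 2 mM ATP are added to 20 nM enzyme pretreated 15 min at room temperature with compound.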
EPAC1 antagonist – qHTS for Antagonist of cAMP-regulated guanine nucleotide exchange factor 3 (EPAC1): primary screen; Potency, µM (series often up to 115 µM), for inactives: top-dose activity change, negative = inhibition, actives largely listed as inhibitors; AID 720709, 2013; 360,000 compounds, 0.14% hits; EPAC1 GEF assay, Rap1b-BODIPY-GDP exchange fluorescence;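 further: potency means the concentration at half of the fitted maximal effect; plate controls were vehicle for no effect and positive control for full effect; nearly all actives have a fitted effect of over 50% in size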
IL2 activator – qHTS of IL-2 Activators; IL-2 activation reporter assay, cell-based qHTS; stimulated with anti-CD3/CD4/CD28 beads; in transgenic mouse T cells; activation, % (series mostly up to about 46 µM); 360,000 compounds, 0.065% hits; in the data active means activation above about 50%; inconclusive means mostly about 30% to 49%; further: 0% is about no effect
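Quantitative HTS in unstimulated transgenic mouse T cells, with memory T cells as non-tolerant control and PMA/ionomycin as tolerance-bypass control. Compound pretreatment lasted 60 minutes before 18 h bead stimulation; EGFP/DsRed fluorescence read.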
* = called active by the depositor; ? = inconclusive; nt = no result given; [ ] = dose if it differs, or a comment. Unless noted, the call rests on the fitted dose curve; in most records, active means well fitted curve in the direction sought with a large enough effect; inconclusive means small, poorly fitted or top-dose-only effect, or another doubt; inactive means no such curve, though single readings can be large; an effect the other way counts as inactive or inconclusive. The order is random; about 4.1% have a hit in one of these screens.

SMILES	FUS suppressor	aSyn rescue	PLK1 PBD inh	EPAC1 ag	PI5P4K alpha inh	Abeta yeast res	WRN inhibitor	EPAC1 antagonist	IL2 activator
COc1ccc(OC)c(NC(=O)CSc2nnnn2-c2ccccc2F)c1	13%	5%	-21%	-4%	4	-10%	-4%	7%	0.2
CC(NC(=O)CN1C(=O)NC(C)(C2CC2)C1=O)c1ccc(F)cc1 (stereo not given)	9%	-2%	-4%	9%	0	-3%	6%	-10%	-0.2
O=C1CN(c2nnnn2-c2ccccc2)CCN1	?	-5%	-11%	2%	7	0%	-9%	-7%	2.0
COc1cccc(N(C(=O)CNC(=O)c2ccco2)C(C(=O)NC2CCCC2)c2cccnc2)c1 (stereo not given)	-12%	1%	-23%	-3%	0	-20%	3%	7%	-1.3
Cc1cc(C)nc(N2CCC(C(=O)NCc3cccs3)CC2)n1	-24%	-6%	-2%	8%	nt	-10%	0%	0%	-1.1
N=c1c2c(ncn1CCCO)Oc1cc(O)ccc1C2c1ccccc1 (stereo not given)	-26%	2%	4%	-5%	-27	-10%	5%	10%	-3.1
O=S(=O)(Nc1nc2ccccc2nc1Nc1ccc2c(c1)OCCO2)c1cccs1	39%	0%	-20%	-1%	nt	1%	?	-12%	-0.8
C=CCNC(=O)c1onc(CSc2ccccn2)c1C(=O)NCC=C	-14%	2%	-11%	0%	-1	1%	-1%	-1%	-0.1
O=C1OC(=O)c2cc([N+](=O)[O-])ccc21	-24%	3%	1%	-18%	-1	-15%	7%	12%	-0.4
O=C(NCCNC(=O)c1ccccc1)c1ccccc1	-24%	1%	4%	2%	4	7%	4%	-19%	-0.4
COc1ccc(C(=O)CC(=O)C(=O)Nc2cccc([N+](=O)[O-])c2C)cc1	?	-11%	-12%	4%	-6	-29%	-7%[57.1 µM]	-13%	-0.5
CCOc1ccc(NS(=O)(=O)c2ccc3c(c2)oc(=O)n3C)cc1	18%	0%	0%	-3%	nt	-1%	-2%	18%	-1.1
C=CCOc1ccc(CNc2nn[nH]n2)cc1	10%	0%	-5%	-1%	-6	5%	-3%	4%	0.2
Cc1cccn2cc(CNC(=O)CC3CCCC3)nc12	5%	-1%	-3%	5%	-5	5%	1%	1%	-0.1
CCOC(=O)C1=C(C)N(CC)C(=S)NC1c1ccc(Cl)cc1 (stereo not given)	14%	9%	-7%	4%	-7	?	8%	0%	-0.5
O=C(Nc1ccc(S(=O)(=O)N2CCCC2)cc1)c1ccc(CN2CCOCC2)cc1	10%	-2%	-3%	5%	2	-8%	-22%	-2%	-0.2
Cc1noc(NS(=O)(=O)c2ccc(N/C=C/C(=O)c3ccccc3)cc2)c1C	28%	0%	-11%	3%	nt	-9%	-18%	8%	-3.2
COc1ccc(C(=O)COC(=O)CN2C(=O)C3C4CCC(C4)C3C2=O)cc1 (stereo not given)	13%	3%	24µM*	-6%	-12	-10%	6%	-7%	-3.0
CCC(C)[C@H](NC(=O)NCc1cccs1)C(=O)OC (stereo not given in full)	14%	-11%	-4%	11%	nt	13%	-13%	-3%	-3.1
O=C(O)CCC(=O)N1c2ccccc2NC2=C(C(=O)CC(c3ccc(F)cc3)C2)C1c1ccc([N+](=O)[O-])o1 (stereo not given)	27%	2%	-15%	9%	1	0%	0%	-6%	1.4
NC(=O)N=Nc1c(O)n(Cc2ccccc2)c2ccc(Br)cc12	11%	1%	-2%	0%	-1	18%	-1%	0%	0.0
Cc1ncoc1C(=O)NC1CC(C)(C)Cc2c1cnn2-c1ccc(F)cc1 (stereo not given)	31%	-2%	2%	-2%	5	-5%	14%	10%	-1.3
Cn1nnc2ccccc2c1=O	-9%	-4%	-25%	6%	-4	4%	5%	-10%	-2.2
CCN(CC)CCNC(=O)CCCNC(=O)Cn1cnc2sc(C)c(C)c2c1=O	-7%	-8%	0%	0%	1	7%	0%	-13%	-0.7

Structural class, those above containing an aryl methoxy group.
SMILES	FUS suppressor	aSyn rescue	PLK1 PBD inh	EPAC1 ag	PI5P4K alpha inh	Abeta yeast res	WRN inhibitor	EPAC1 antagonist	IL2 activator
COc1ccc(OC)c(NC(=O)CSc2nnnn2-c2ccccc2F)c1	13%	5%	-21%	-4%	4	-10%	-4%	7%	0.2
COc1cccc(N(C(=O)CNC(=O)c2ccco2)C(C(=O)NC2CCCC2)c2cccnc2)c1 (stereo not given)	-12%	1%	-23%	-3%	0	-20%	3%	7%	-1.3
COc1ccc(C(=O)CC(=O)C(=O)Nc2cccc([N+](=O)[O-])c2C)cc1	?	-11%	-12%	4%	-6	-29%	-7%[57.1 µM]	-13%	-0.5
COc1ccc(C(=O)COC(=O)CN2C(=O)C3C4CCC(C4)C3C2=O)cc1 (stereo not given)	13%	3%	24µM*	-6%	-12	-10%	6%	-7%	-3.0

Next results:
SMILES	FUS suppressor	aSyn rescue	PLK1 PBD inh	EPAC1 ag	PI5P4K alpha inh	Abeta yeast res	WRN inhibitor	EPAC1 antagonist	IL2 activator
COc1cc(/C=N/n2cnnc2)ccc1OCc1ccccc1	nt	-7%	0%	0%	8	2%	0%	3%	0.3
Cc1cc(C)cc(-n2ncc3c2CCCC3NC(=O)C2CCC2)c1 (stereo not given)	2%	1%	-13%	7%	1	8%	-6%	0%	-1.5
Clc1cc(Cl)c2nc(N3CCOCC3)sc2c1	19%	-1%	-1%	-11%	nt	3%	1%	6%	-3.1
CN1CCN(C(=O)c2ccc(-c3nn(C)c(=O)c4ccccc34)cc2)CC1	9%	0%	0%	-1%	nt	-1%	-8%	6%	1.1
Cc1ccc(Oc2ccc(C(=O)NC3CCSC3=O)cn2)cc1 (stereo not given)	-7%	4%	0%	-1%	-1	-1%	-3%	-6%	-0.2
O=C(CN(Cc1ccccc1Cl)C(=O)Cn1nnc(-c2cccs2)n1)NCC1CCCO1 (stereo not given)	6%	1%	-10%	11%	nt	-3%	-6%	-3%	-0.2
CCOc1ccc(C(=O)N(CN2CCCC2=O)c2ccc(C)cc2)cc1	27%	4%	-8%	7%	nt	6%	3%	4%	-2.2
CCOC(=O)C1CCN(Cc2ccc(OC)c(OCc3ccccc3)c2)CC1	-7%	3%	-10%	2%	7	-9%	-8%	?	-0.3
CSc1cccc(NS(=O)(=O)c2ccccc2)c1	-1%	16%	-4%	9%	12	18%	-7%	-12%	-0.4
Cc1cc(=O)[nH]c(SC/C=C/c2ccccc2)n1	-1%	-9%	-5%	-6%	nt	-1%	-23%	8%	-2.7
CN(C(=O)c1ccc2c(c1)OCO2)C1(C(=O)NC2CCCC2)CCCCC1	10%	6%	-3%	-4%	11	-6%	14%	4%	-0.7
CCOc1ncccc1C(=O)NCCc1ccc(OC)cc1	-5%	0%	-4%	-3%	-2	1%	-12%	2%	-0.3
CCOc1ccccc1N1CCN(CC(O)COC2CCCc3ccccc32)CC1 (stereo not given)	1%	2%	2%	2%	-4	0%	0%	11%	-6.4
CN(C)C(=O)c1ccc2c(c1)C1C3CCC(C3)C1C(c1ccccc1)N2 (stereo not given)	26%	-2%	-14%	-1%	0	-26%	6%	-9%	0.1
CCc1cc(C(=O)O)c(NC(=O)/C=C/c2ccc(OC)c(OC)c2)s1	-35%	-13%	-1%	-5%	-3	-8%	-7%	-8%	-0.4
Cc1ccc2cc(C)c(SCC(=O)Nc3cc(C)on3)nc2c1	-36%	0%	-11%	-11%	8	-18%	5%	5%	-3.4
COCC(=O)N1C[C@H]2CON(C)[C@H]2C[C@H]1c1cccc(-c2ccc(C#N)cc2)c1	-14%	3%	-4%	-15%	5	-12%	-10%	-3%	-0.2
C[C@@H]1CN([C@@H](C)CO)C(=O)CCCn2cc(nn2)CO[C@H]1CN(C)S(=O)(=O)c1ccc2c(c1)OCCCO2	-3%	7%	3%	5%	8	3%	-5%	1%	0.6
Cc1cnc(C(=O)OCC(=O)NCCCc2ccccc2)cn1	13%	-7%	-11%	7%	1	-8%	5%	14%	3.1
Cc1ccccc1-n1ncc2c(SCC(=O)N3c4ccccc4CC3C)ncnc21 (stereo not given)	30%	?	-3%	6%	nt	-6%	-8%	8%	-1.0
O=C(Nc1nnc(CCS(=O)(=O)c2ccc3ccccc3c2)s1)c1cccs1	nt	-3%	-1%	4%	-14	3%	5%	5%	-0.2
CCCNC(=O)[C@H](Cc1c[nH]c2ccccc12)NC(=O)c1ccccc1Cl	-8%	-2%	-12%	-2%	-5	-7%	3%	5%	-2.7
CCc1nn(CCCC(=O)NCc2ccco2)c(=O)c2cc3occc3n12	1%	1%	-11%	7%	1	-3%	-1%	-2%	-2.2
COc1ccc(F)cc1C(=O)C1CCCN(C(=O)c2ccc(C(C)=O)s2)C1 (stereo not given)	12%	26%	0%	8%	5	3%	-2%	9%	-0.7
CC(OC(=O)c1ccc(Br)o1)C(=O)NCC1CCCCC1 (stereo not given)	nt	5%	-6%	-2%	1	10%	3%	-6%	0.1
CC1CCN(Cc2c(C(=O)N/N=C/c3cccc(C(F)(F)F)c3)nnn2-c2nonc2N)CC1	8%	8%	-20%	-31%[inhibitor]	-1	-1%	-4%	-15%	-2.9
O=C(Cc1ccc(S(=O)(=O)N2CCCCC2)s1)Nc1ccc(F)cc1F	11%	-7%	5%	-6%	-14	-10%	-4%	-3%	4.1
CCc1c(C)nc2ncnn2c1N1CCC(C(=O)NCc2cccc(OC)c2)CC1	18%	-4%	27µM*	5%	nt	8%	-6%	-6%	-2.1
CCC(C(=O)Nc1cc(C)on1)c1ccccc1 (stereo not given)	9%	-3%	-4%	-2%	3	-5%	-11%	-1%	-1.9
CCCCNC(=O)C1(C)CCN1C(=O)c1cc(-c2cccs2)oc1C (stereo not given)	3%	3%	-16%	2%	-15	-27%	5%	-3%	-0.9

Source: PubChem
